Screening results as filed in PubChem BioAssay.
TTR transcr act: TTR transcription activation, primary screen; SH-SY5Y TTR promoter Gaussia luciferase, luminescence; 100% = recombinant luciferase protein wells; activation, % at 16.7 µM; 92,000 tested, 1.3% active; AID 1117267;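 active = activation above the mean of all tested compounds plus 3 SD, cut at about 9.5% in these data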;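 note: cells exposed to compounds for one day before reading; 0% = median of all test compound wells on the plate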
The depositor's hits bear a star; & = joins results of further samples.

Molecule,TTR transcr act
CC(=O)Nc1ccc(S(=O)(=O)NCCC(=O)NCC2COc3ccccc3O2)cc1 (stereo not drawn),0.9
O=C(Nc1ccc(F)cc1F)Nc1sccc1-c1nc2ccccc2s1,2.6
CCC(C)[C@H](NC(=O)NCc1cccnc1)C(=O)OC (stereo partly drawn),3.3
O=C(CSc1nc(-c2ccccc2)nc2ccc(F)cc12)Nc1ccc(C(=O)O)cc1,-1.3
O=[N+]([O-])c1c(NCCCO)cc(N2CCN(Cc3ccc4c(c3)OCO4)CC2)c2nonc12,-4.5
Cc1c(C(C)CCCO)oc(=O)c2c1Oc1c(C)c(C(C)C[C@H](C)O)oc(=O)c1C2 (stereo partly drawn),0.8
CN(Cc1ccccc1)CC1C2CCC(C2)C1O (stereo not drawn),1.9
Cc1ccc(S(=O)(=O)N(C)c2ccccc2C(=O)N2CCCC2)cc1,-0.1
CCOc1ccc(S(=O)(=O)n2nc(C)c(S(=O)(=O)N3CCOCC3)c2C)cc1,-0.7
Cc1ccc(-c2c(C#N)c(N)nc3c2CCCCC3)o1,-2.4
CCCNC(=O)COc1ncnc2sccc12,3.1
CN(C)CCNC(=O)c1cccc(-c2cccc3nccn23)c1,-1.6
CC(C)CC(c1nnnn1Cc1ccco1)N1CCN(C2CCCC2)CC1 (stereo not drawn),-1.8
CCCC(NC(=O)CCc1c(C)c2cc3c(C)c(C)oc3cc2oc1=O)C(=O)NC(Cc1ccc(Cl)cc1)C(=O)O (stereo not drawn),-1.5
COc1cccc(CC(=O)Nc2nc(-c3cccnc3)cs2)c1,-0.2
CCC1=Nc2cc(C(=O)NCCN3CCCC3)ccc2Sc2ccccc21,-1.9
CCN(CC(=O)Nc1cccc(C#N)c1)CC(=O)Nc1cccc(OC)c1,0.3
Cc1ccc(C)c(N2CCN(C(=O)c3ccccc3Br)CC2)c1,0.1
Cc1onc(-c2ccccc2)c1C(=O)N1CCN(c2ccccc2F)CC1,0.2
COC(=O)[C@@H](Cc1ccccc1)NC(=O)/C=C/[C@H]1O[C@@H](n2cnc3c(NC(=O)c4ccccc4)ncnc32)[C@H](O)[C@@H]1O,2.0
COc1ccc([N+](=O)[O-])cc1-n1cnnn1,-1.9
O=C(Cc1ccc2c(c1)OCO2)N1CCC(n2nc(-c3ccccc3)oc2=O)CC1,-1.0
CC(=O)Nc1ccc(NC(=O)c2ccccc2Br)cc1,0.6
COc1ccccc1CNC(=O)C1CCN(C(=O)N(C)C)CC1,-1.5
COc1ccccc1-c1cc(C(F)(F)F)nc(NCc2ccco2)n1,2.0
COc1ccc(C(=O)Nc2cccc(/C=C/c3nc4ccccc4c(=O)[nH]3)c2)cc1,-0.8
COC(=O)c1[nH]c2ccccc2c1NC(=O)CN1CCC(C(N)=O)(N2CCCCC2)CC1,-3.0
O=C(N[C@@H](Cc1ccccc1)C(=O)OCc1ccccc1)c1nc[nH]c1C(=O)NC(c1ccccc1)c1ccccc1,-0.3
CCO[C@@H]1OC(C(=O)Nc2ccccc2)=C[C@H](C)[C@H]1CCCO,-3.0
O=C(NC(CSCc1ccccc1)C(=O)N/N=C/c1ccc(O)cc1O)c1ccc([N+](=O)[O-])cc1 (stereo not drawn),1.9

Overlap with the part before: two compounds, then new ones.
Molecule,TTR transcr act
CCO[C@@H]1OC(C(=O)Nc2ccccc2)=C[C@H](C)[C@H]1CCCO,-3.0
O=C(NC(CSCc1ccccc1)C(=O)N/N=C/c1ccc(O)cc1O)c1ccc([N+](=O)[O-])cc1 (stereo not drawn),1.9
CC1=C(C(=O)N(C(C)C)C(C)C)CC(CC(=O)NCCN2CCOCC2)C(=O)N1CCCN1CCCC1=O (stereo not drawn),0.3
CN(C)C1(CNC(=O)C2CCN(S(=O)(=O)c3cc(Cl)ccc3Cl)CC2)CCCCC1,-1.4
CCn1c(Cc2c(C)[nH]c3ccccc23)nnc1SCC(N)=O,6.0
C/C(Cl)=C/Cn1c(=O)c2c(nc(Br)n2Cc2ccccc2)n(C)c1=O,-3.5
CCCS(=O)(=O)c1c(S(=O)(=O)CCC)c2cnccn2c1C(=O)c1ccc(Cl)cc1,2.6
CCC(C)NCCOc1ccc(Br)cc1 (stereo not drawn),-1.1
Cc1cc(C)c(NC(=O)C2CCCN2CCOC(=O)c2ccccc2)c(C)c1 (stereo not drawn),0.3
CCCCCC(=O)NNC1=NCC(Cc2cccc(Cl)c2)S1 (stereo not drawn),6.1
COc1ccc(NC(=O)CCc2nnc3ccc(NCc4ccco4)nn23)cc1,0.0
COc1ccccc1OC1=NS(=O)(=O)c2ccccc21,-4.1
C[C@H]1CN([C@@H](C)CO)S(=O)(=O)c2ccc(Br)cc2O[C@H]1CN(C)S(=O)(=O)c1ccccc1,-1.2
COc1cccc(C(=O)O/N=C(\N)c2ccc([N+](=O)[O-])cc2)c1,0.3
Cc1cccc(C)c1N=C1SC(CC(=O)Nc2c(C)cccc2C)C(=O)N1CCc1ccccn1 (stereo not drawn),2.4
Cc1c2cnn(-c3ccccc3)c(=O)c2c(C)n1CCCC(=O)NCCN1CCN(C)CC1,-0.7
Cc1ccccc1N(C(=O)c1cccs1)c1nc2ccccc2s1,-0.4
CCS(=O)(=O)n1nc(C(=O)N2CCOCC2)nc1N,0.2
CC(=O)OCC1(C)CN(c2ccccc2)N(C(C)=O)C1=O (stereo not drawn),-0.5
CCCCOc1cccc(C(=O)NC(=S)Nc2ccc(Cl)c(C(=O)O)c2)c1,5.2
S=C(NC1CCCC1)NN1CCOCC1,1.1
CCNC(=O)C1(C)CCN(Cc2ccc(C(F)(F)F)cc2)C1 (stereo not drawn),3.7
O=C(CN1C(=O)NC2(CCCCCCC2)C1=O)NCc1cccs1,-0.4
C=CCc1ccc(OCCOc2cccc3ccc(C)nc23)c(OC)c1,-3.4
CCC/C(=N/NC(=O)c1csc(C)c1C)c1ccc(Cl)s1,-2.7
COc1ccc2[nH]c3c(c2c1)CCN1C(=O)C(CC(=O)NCCC2=CCCCC2)C[C@H](C(=O)N2CCOCC2)[C@@]31CCC1CCCC1 (stereo partly drawn),8.6
c1ccc(CCC2Cc3ccccc3N2)cc1 (stereo not drawn),2.3
Cc1ccc(C(=O)Nc2cccc(NC(=O)c3ccc(C)cc3)n2)cc1,-0.6
CCOC(=O)c1cc(C(=O)OCC)c2cc(Br)ccc2n1,2.8
CCOC(=O)c1ccc(N2C(=O)CC(N(C)Cc3ccccc3)C2=O)cc1 (stereo not drawn),0.1
O=C(CN1C(=O)c2ccccc2C1=O)Nc1cccc(S(=O)(=O)Nc2ccccc2Cl)c1,-1.1
COC(=O)c1nnn(-c2ccc(Cl)c(Cl)c2)c1C(=O)OC,-2.0

Taken from the entries so far (3 entries):
Molecule,TTR transcr act
CCOC(=O)c1ccc(N2C(=O)CC(N(C)Cc3ccccc3)C2=O)cc1 (stereo not drawn),0.1
O=C(CN1C(=O)c2ccccc2C1=O)Nc1cccc(S(=O)(=O)Nc2ccccc2Cl)c1,-1.1
COC(=O)c1nnn(-c2ccc(Cl)c(Cl)c2)c1C(=O)OC,-2.0

The list continues:
Molecule	TTR transcr act
Cc1ccc(OCCNC(=O)[C@H]2O[C@@H](n3ccc(=O)[nH]c3=O)[C@H](O)[C@@H]2O)cc1C	1.6
Cc1cc2ccccc2c(=O)n1CC(=O)NCC(=O)N1CCN(c2cccc(Cl)c2)CC1	-2.1
COc1cc([N+](=O)[O-])ccc1NC(=O)C1CCCN(S(C)(=O)=O)C1 (stereo not drawn)	-1.2
O=C1CCCC(O)=C1Sc1ccccc1C(=O)O	-1.1
CCCCNC(=O)n1c(SC)nc2ccccc21	-1.5
COC(=O)c1ccc(CNC(=O)COC(=O)CC23CC4CC(CC(Br)(C4)C2)C3)cc1	1.4
c1ccc2cc3c(NCCN4CCOCC4)ccnc3cc2c1	7.6
COc1cccc(CNC(=O)[C@@H]2CCCN2C(=O)[C@H]2CCCCN2C(=O)c2cccs2)c1	0.3
O=C(O)CSc1cccc2cccnc12	-0.3&0.5
CC(C)(C)OC(=O)NCCc1nnc(S(=O)(=O)Cc2ccc(Cl)cc2Cl)o1	3.4
COCCn1c(COc2ccccc2)nnc1SCC(N)=O	2.3
O=C(CC[C@H]1O[C@@H](n2cnc3c(NC(=O)c4ccccc4)ncnc32)[C@H](O)[C@@H]1O)NCc1cccc2ccccc12	3.7
CCOC(=O)c1ccc[n+](CC(=O)Nc2cc(C(F)(F)F)ccc2Cl)c1	-0.9
COc1cc2c(c(OC)c1)C(c1ccncc1)CC(=O)N2 (stereo not drawn)	1.3
CC1CC1C(=O)Nc1ccc(-c2ccccc2)cc1 (stereo not drawn)	-1.8

Three structures already listed, ordered by count of non-hydrogen atoms, high to low:
Molecule	TTR transcr act
COc1cc([N+](=O)[O-])ccc1NC(=O)C1CCCN(S(C)(=O)=O)C1 (stereo not drawn)	-1.2
COc1cc2c(c(OC)c1)C(c1ccncc1)CC(=O)N2 (stereo not drawn)	1.3
CCCCNC(=O)n1c(SC)nc2ccccc21	-1.5

The listing continues:
Molecule	TTR transcr act
Cc1c(C=O)c2ccccc2n1CC(=O)NCc1ccc2c(c1)OCO2	-0.5
O=C(COc1ccccc1F)Nc1ccccc1C(=O)NC1CC1	-1.0
CN(c1ccc(C(=O)NCCc2ccccc2)cc1)S(C)(=O)=O	-0.7
COc1ccc(NC(=O)c2cnn(-c3ccccc3)c2C)cc1OC	0.2
COC(=O)N[C@H](CC(C)=O)c1cccc(C(F)(F)F)c1	5.5
O=C(Nc1ccon1)c1cccc(Cl)c1	-0.8
CC(C)(C)NC(=O)NC(=O)COC(=O)c1nc(-c2ccccc2)n(-c2cccc(C(F)(F)F)c2)n1	-1.1
Cc1nnc(-c2ccc(N3CCCCCC3)c([N+](=O)[O-])c2)o1	0.4
Cn1c(N)c(C(=O)CSc2nc3ccccc3n2-c2ccccc2)c(=O)n(C)c1=O	-1.7
CSC1=C(C#N)C(CC(C)C)C(C(C)=O)=C(C)N1 (stereo not drawn)	-1.3
Cc1onc(NC(=O)NC(=O)c2c(Cl)cccc2Cl)c1Br	-0.4
CC(C)(C)[C@H](NC(=O)c1cc(Cl)cc(Cl)c1)C(=O)N1CCC[C@H]1C(=O)N[C@H](C#N)CC(=O)O	0.7
CCC1CO/C(=C(\C(=C(Cl)Cl)N2CCOCC2)[N+](=O)[O-])N1 (stereo not drawn)	-0.4
C[C@@H]1CN([C@@H](C)CO)C(=O)CCCn2nncc2CO[C@H]1CN(C)S(=O)(=O)c1ccc(Oc2ccccc2)cc1	-1.6
Cc1ccc(C(=O)N/C(=C/c2cccs2)C(=O)N2CCCCC2)cc1	2.4

Structures above containing a CF3 group (five):
Molecule	TTR transcr act
COc1ccccc1-c1cc(C(F)(F)F)nc(NCc2ccco2)n1	2.0
CCNC(=O)C1(C)CCN(Cc2ccc(C(F)(F)F)cc2)C1 (stereo not drawn)	3.7
CCOC(=O)c1ccc[n+](CC(=O)Nc2cc(C(F)(F)F)ccc2Cl)c1	-0.9
COC(=O)N[C@H](CC(C)=O)c1cccc(C(F)(F)F)c1	5.5
CC(C)(C)NC(=O)NC(=O)COC(=O)c1nc(-c2ccccc2)n(-c2cccc(C(F)(F)F)c2)n1	-1.1

(further entries)
Molecule	TTR transcr act
Cc1ccc(C(=O)CCNc2ccc(Cl)cc2)o1	-4.4
Cc1c(C(=O)O)c(C(=O)O)c2n1CCS2	2.7
Cc1ccc(C)c(-n2nnc3ccccc3c2=O)c1	1.8
COC(=O)c1c(N)c(C#N)c2n1CCCCC2	2.6
CCOC(=O)CN(C(=O)COc1nc(-c2ccccc2)cc(C)c1C#N)c1ccccc1C	-1.6
CCCCCc1nc2ccccc2c(=O)n1N	-2.5
O=C(CN1C(=O)S/C(=C\c2ccccc2)C1=O)Nc1cc([N+](=O)[O-])ccc1O	-1.6
COC(=O)c1ccc(Cn2ccc3ccc(-c4ccc5ccn(Cc6ccc(C(=O)OC)cc6)c5c4)cc32)cc1	1.0
Cc1ccc(-n2nnc(-c3cnc4ccccc4c3)n2)cc1	0.0
Cc1ccccc1NC(=O)CSc1nc(N)c(C#N)cc1C#N	-0.5
CCC[n+]1c(C)sc2c(OC)ccc(OC)c21	-0.8
CC(=O)Nc1ccc(OCC(O)CN2C(C)(C)CC(O)CC2(C)C)cc1 (stereo not drawn)	1.3
CCN(CC)S(=O)(=O)N1CCN(S(=O)(=O)N2CCOCC2)CC1	0.5
COCCN1C=C2C(=O)C(C)(OC(=O)c3cccs3)C(=O)C=C2C=C1CCCC(=O)OC (stereo not drawn)	2.0
O=C(CCc1nnc2ccc(NCc3ccco3)nn12)N1CCN(c2ccccc2)CC1	0.2

Molecule	TTR transcr act
OC(CNCC1COc2ccccc2O1)COc1ccc(Cl)cc1 (stereo not drawn)	-0.5
O=C(COC(=O)c1ccc2c(c1)OCO2)Nc1ccccc1OC(F)F	0.5
O=C(Cc1ccccc1)Nc1cccc(-c2nnc(-c3ccco3)o2)c1	-3.9
COc1cc(CNCc2ccncc2)cc(Br)c1OCc1ccccc1F	-3.7
COc1cccc(N2C(=O)C3NN=C(C(=O)CN4C(=O)c5ccccc5C4=O)C3C2=O)c1 (stereo not drawn)	18*
CC(C)n1c(CCC(=O)O)ccc1-c1ccccc1	0.4
CC(C)C(C(=O)Nc1ccccc1)N1C(=O)c2ccccc2C1=O (stereo not drawn)	-1.2
N/C(=N\OC(=O)Cc1cccs1)c1ccc(Cl)cc1	0.1
Cc1ccccc1OCc1nc(-c2ccc(-n3cccc3)cc2)no1	-0.9
Cc1ccc(NC(=O)CSc2nc(N)c3c4c(sc3n2)CSC(C)(C)C4)cc1	0.8
CCN(C(=O)C(C)Cl)c1ccccc1 (stereo not drawn)	-0.4
COc1ccc2[nH]cc(C(=O)CN3CCCCC3C)c2c1 (stereo not drawn)	1.3
CC(CCc1ccccc1)NC(=O)Cc1ccc(Br)cc1 (stereo not drawn)	0.5
Cc1cc(Nc2ccccc2Cl)nc(-c2ccccc2O)n1	0.4
O=C(CSc1nncn1-c1ccccc1)Nc1cc(F)ccc1F	-0.1

Not all compounds are listed; the hit share may differ from the screen's.
